Assay outcomes (PubChem BioAssay)
TAG inh – triacylglycerol accumulation inhibition; inhibition, % at 12.5 µM; H9c2 cells, Nile Red lipid (TAG) fluorescence; cells loaded with 200 µM oleic acid; hit rate 0.66% among 230,000;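 active means pattern-corrected inhibition of lipid staining of at least 50% with the nuclear-stain viability signal not falling by more than 50%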;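 further: 0% = DMSO wells and 100% = triacsin C control wells; some results filed as inactive read as strong as hits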
TAG inh DAPI viability – further read-out of TAG inh, marked with its call; DAPI nuclei signal change (viability), lower = more cytotoxic, %;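 whole-well DAPI fluorescence read on a plate reader as a viability signal; minus 50 percent equals half of cells still viable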
Active calls of the source: *; ! = a repeat was not active. Only part of the results is shown; the hit share may differ from the screen's.

The first 21 entries, ahead of the listing:
structure | TAG inh | TAG inh DAPI viability
Cc1cc(C)nc(NS(=O)(=O)c2ccc(NC(=O)CSc3nc(-c4ccccc4)c(C#N)c(=O)[nH]3)cc2)n1 | 8 | -4
CCCCN(CC)C(=O)c1cc2cc3ccc(OC)cc3nc2o1 | -1 | 6
O=C(CSc1nnc(C2CC2)n1-c1ccccc1)NCCc1ccc(F)cc1 | -6 | -6
Cn1cc(CCNC(=O)CCc2nnc(CCCCc3ccccc3)o2)cn1 | 21 | -13
Fc1ccc(CNCc2ccccc2Cl)cc1 | 8 | 7
Cc1ccc(-c2nc3cnccn3c2Nc2ccccc2)o1 | -3 | 7
O=C(CSc1nc2c(c(=O)n1-c1ccc(Cl)cc1)SCC2)NCC1CCCO1 (stereo not drawn) | -3 | 9
Cc1cccc(NC(=O)c2nc[nH]c2C(=O)N[C@@H](CC(C)C)C(=O)OCc2ccccc2)c1 | -45 | -4
Cc1cc(C)nc(NC(=O)CSc2nccc(C)n2)n1 | -18 | 3
CCOc1ccc(S(=O)(=O)NCc2ccccc2OC)cc1 | 13 | -14
COc1ccccc1CNS(=O)(=O)CCNCc1ccco1 | -2 | -4
Cc1ccc(S(=O)(=O)N2CCOCC2)cc1NC(=O)CSCc1c(C)noc1C | -12 | 6
COC(=O)c1cc(NC(=O)c2cccc([N+](=O)[O-])c2C)ccc1Cl | 2 | -6
C[C@@H]1CN([C@@H](C)CO)C(=O)c2cc(Br)cnc2O[C@H]1CN(C)Cc1ccc(-c2ccccc2)cc1 | 21 | 4
CN(C)CCC(=O)NCC1OCCc2ccccc21 (stereo not drawn) | -3 | 2
COc1ccccc1-c1nnc(SCC(=O)NC2CCCCC2)n1N | 3 | -10
Cc1cc(C)c(NC(=O)c2ccoc2C)c(C)c1 | -6 | -11
O=C(/C=C/c1cccs1)N1CCC2(CC1)Oc1ccc(Cl)cc1C(=O)C21CC(c2cccnc2)=NO1 (stereo not drawn) | -10 | 6
CC(=O)Nc1ccccc1NC(=O)c1cc(C)cc(C)c1 | -1 | -4
COc1ccc(NC(=O)CSc2nc(N)c3cc4c(nc3n2)CC(C)(C)OC4)cc1 | 3 | -6
Cc1ccc(-n2c(N)cc(=O)nc2SCC(=O)N2CCN(c3ccccc3)CC2)cc1 | 12 | 2

Results, from the first entry:
structure | TAG inh | TAG inh DAPI viability
Cc1cc(C)nc(NS(=O)(=O)c2ccc(NC(=O)CSc3nc(-c4ccccc4)c(C#N)c(=O)[nH]3)cc2)n1 | 8 | -4
CCCCN(CC)C(=O)c1cc2cc3ccc(OC)cc3nc2o1 | -1 | 6
O=C(CSc1nnc(C2CC2)n1-c1ccccc1)NCCc1ccc(F)cc1 | -6 | -6
Cn1cc(CCNC(=O)CCc2nnc(CCCCc3ccccc3)o2)cn1 | 21 | -13
Fc1ccc(CNCc2ccccc2Cl)cc1 | 8 | 7
Cc1ccc(-c2nc3cnccn3c2Nc2ccccc2)o1 | -3 | 7
O=C(CSc1nc2c(c(=O)n1-c1ccc(Cl)cc1)SCC2)NCC1CCCO1 (stereo not drawn) | -3 | 9
Cc1cccc(NC(=O)c2nc[nH]c2C(=O)N[C@@H](CC(C)C)C(=O)OCc2ccccc2)c1 | -45 | -4
Cc1cc(C)nc(NC(=O)CSc2nccc(C)n2)n1 | -18 | 3
CCOc1ccc(S(=O)(=O)NCc2ccccc2OC)cc1 | 13 | -14
COc1ccccc1CNS(=O)(=O)CCNCc1ccco1 | -2 | -4
Cc1ccc(S(=O)(=O)N2CCOCC2)cc1NC(=O)CSCc1c(C)noc1C | -12 | 6
COC(=O)c1cc(NC(=O)c2cccc([N+](=O)[O-])c2C)ccc1Cl | 2 | -6
C[C@@H]1CN([C@@H](C)CO)C(=O)c2cc(Br)cnc2O[C@H]1CN(C)Cc1ccc(-c2ccccc2)cc1 | 21 | 4
CN(C)CCC(=O)NCC1OCCc2ccccc21 (stereo not drawn) | -3 | 2
COc1ccccc1-c1nnc(SCC(=O)NC2CCCCC2)n1N | 3 | -10
Cc1cc(C)c(NC(=O)c2ccoc2C)c(C)c1 | -6 | -11
O=C(/C=C/c1cccs1)N1CCC2(CC1)Oc1ccc(Cl)cc1C(=O)C21CC(c2cccnc2)=NO1 (stereo not drawn) | -10 | 6
CC(=O)Nc1ccccc1NC(=O)c1cc(C)cc(C)c1 | -1 | -4
COc1ccc(NC(=O)CSc2nc(N)c3cc4c(nc3n2)CC(C)(C)OC4)cc1 | 3 | -6
Cc1ccc(-n2c(N)cc(=O)nc2SCC(=O)N2CCN(c3ccccc3)CC2)cc1 | 12 | 2
O=C(COC(=O)c1ccc(Cl)c(S(=O)(=O)N2CCOCC2)c1)NCc1ccco1 | -9 | 6
NS(=O)(=O)c1ccc(CCNC(=O)c2ccc(Br)s2)cc1 | -8 | 9
Cc1ccc2oc(C(=O)Nc3ccc(S(=O)(=O)Nc4ncccn4)cc3)c(C)c2c1 | -6 | 1
N#Cc1c(/N=C/c2ccc(Br)s2)sc2c1CCC2 | 17 | -5

Individual results from the list.
`CN(C)CCC(=O)NCC1OCCc2ccccc21` (stereo not drawn) in TAG inh is listed with -3
`Cc1cc(C)nc(NS(=O)(=O)c2ccc(NC(=O)CSc3nc(-c4ccccc4)c(C#N)c(=O)[nH]3)cc2)n1` in TAG inh DAPI viability is listed with -4
`COc1ccc(NC(=O)CSc2nc(N)c3cc4c(nc3n2)CC(C)(C)OC4)cc1` in TAG inh DAPI viability is listed with -6
`C[C@@H]1CN([C@@H](C)CO)C(=O)c2cc(Br)cnc2O[C@H]1CN(C)Cc1ccc(-c2ccccc2)cc1` in TAG inh DAPI viability is listed with 4

The list goes on:
structure | TAG inh | TAG inh DAPI viability
COCC(=O)N(C)C[C@H]1Oc2cc(C#Cc3cccnc3)ccc2S(=O)(=O)N([C@H](C)CO)C[C@H]1C | 13 | -5
CCOc1ccc(NS(=O)(=O)c2ccc3[nH]cc(C(=O)NCCOC)c(=O)c3c2)cc1 | 6 | -2
CC(=O)Nc1ccc(CN(C)c2c(C)nc3ccc(C(=O)NCCCn4ccnc4)cn23)cc1 | 3 | 3
O=[N+]([O-])c1cc(C(F)(F)F)ccc1NC1CCN(Cc2ccccc2)C1 (stereo not drawn) | 21 | -1
CC(=O)Nc1cccc(C(=O)OCC(=O)Nc2ccc(Cl)cn2)c1 | -15 | 0
COC(=O)[C@@]1(C)[C@H]2C(=O)N(Cc3ccccc3)C(=O)[C@H]2[C@H]2CN=C(SCc3ccc(Cl)cc3)N21 | 4 | 4
CC1=NN(c2nc3ccccc3s2)C(O)(C(F)(F)F)C1 (stereo not drawn) | 1 | 5
CCCn1c(Sc2nnnn2-c2ccccc2)n[nH]c1=O | 15 | -14
CCn1c(C2CCN(Cc3ccccc3)CC2)n[nH]c1=S | -4 | -3
NS(=O)(=O)c1ccc(CNC(=S)NC2CCCCC2)cc1 | -15 | 4
C[C@H](CO)N1C[C@H](C)[C@@H](CN(C)C(=O)Nc2ccccc2)Oc2ccc(NS(=O)(=O)c3ccc(F)cc3)cc2C1=O | -11 | -1
CC(=O)NC(C)c1cc(Cl)c2cccnc2c1O (stereo not drawn) | 27 | 1
COc1cc(N)c2ncccc2c1Cl | 1 | 8
O=C1NCCN1CCNc1nc(NCC2CC2)nc2cc(-c3ccccc3)sc12 | 15 | 7
CC(/C=N/NC(=O)CCn1nnc2ccccc21)=C\c1ccccc1 | -4 | 6
NC(c1ccccc1)c1cccnc1 (stereo not drawn) | 2 | 8
CCOC(=O)C1CC2=C(CCCC2=O)NC1=O (stereo not drawn) | -16 | 6
COc1ccc(S(=O)(=O)N2CCCCC2)cc1NC(=O)CNc1ccc(F)cc1C | -14 | -15
Fc1ccc([C@@H]2CCNC[C@H]2COc2ccc3c(c2)OCO3)cc1 | 52*! | -13*!
COc1ccc(CCn2c(-c3ccncc3)n[nH]c2=S)cc1OC | 11 | 1
COc1ccccc1NS(=O)(=O)c1cc(C(=O)N2CCN(C/C=C/c3ccccc3)CC2)ccc1C | 7 | -7
COc1ccccc1C(=O)Nc1nc2cc3c(cc2s1)OCCO3 | 15 | 4
CCCCC(=O)NC(=S)NNC(=O)CC | 3 | 16
Cc1ncoc1C(=O)NCCC(c1ccccc1)c1ccccc1 | -13 | 1
COc1ccc(-c2nnc(SCCc3ccccc3)n2N)cc1 | 5 | -3

Record cards (already shown). Values in the order: TAG inh	TAG inh DAPI viability
`O=C(COC(=O)c1ccc(Cl)c(S(=O)(=O)N2CCOCC2)c1)NCc1ccco1` is listed with -9	6
`CC(=O)NC(C)c1cc(Cl)c2cccnc2c1O` (stereo not drawn) is listed with 27	1

(further entries)
structure | TAG inh | TAG inh DAPI viability
CCN(CCNC(=O)CN1CCN(Cc2ccc(Cl)cc2)C1=O)c1ccccc1 | -43 | -3
CC(C)(C)OC(=O)N/N=C/c1cccn1-c1ccc([N+](=O)[O-])cc1 | -3 | -6
CCOc1ccc(NC(=O)CCN2C(=S)NC(C)(C)CC2C)cc1 (stereo not drawn) | -3 | -16
O=C1CCC(c2ccc3ccccc3c2)O1 (stereo not drawn) | 14 | -11
CC(C)(C)OC(=O)n1cc(CCO)c2ccccc21 | -3 | 6
COc1ccc(CC(N)c2csc(NC(=O)Nc3cccc(C(F)(F)F)c3)n2)cc1 (stereo not drawn) | 129 | -80
S=C(NCCc1ccccc1)N1CCN(C2CCCCC2)CC1 | 2 | 24
O=C(c1cccc(C(=O)N2CCN(c3ccccc3F)CC2)c1)N1CCN(c2ccccc2F)CC1 | 2 | 1
COc1ccc(S(=O)(=O)Nc2cc(C)ccc2OC)cc1C | -8 | 8
O=C(Nc1cccnc1)c1ccccc1O | -7 | 2
O=[N+]([O-])c1ccc(NN=C(c2ccccc2)c2ccccc2)nc1 | -5 | 0
Cc1ccsc1C(=O)N1CCN(S(=O)(=O)c2cccc(F)c2)CC1 | -7 | -2
COc1ccc(S(=O)(=O)NCc2ccco2)cc1N(C)S(=O)(=O)c1ccccc1 | -7 | 1
CC(C)c1ccccc1NC(=O)COC(=O)COc1ccccc1[N+](=O)[O-] | -2 | 4
NC(=O)c1ccccc1OCC(=O)O | 11 | 4
O=C(NNC(=O)C1CCN(Cc2cccc(F)c2)CC1)c1cccs1 | -9 | 15
Cc1cc(C)n(-c2nc(C(F)(F)F)nc3ccccc23)n1 | 2 | 0
CCN1C(=O)CSC1=Nc1ccc(C(=O)O)cc1 | 10 | -2
CCc1ccc2c(c1)NC(=O)C2(C)Cc1ccccc1 (stereo not drawn) | 4 | -4
N#Cc1ccc(NC(=O)Cn2cnc([N+](=O)[O-])c2)cc1 | 0 | 3
Cc1ccc(/C=C/C(=O)OCC(=O)N(CC(C)C)c2c(N)n(Cc3ccccc3)c(=O)[nH]c2=O)o1 | 16 | 1
O=C(CC(NC(=O)c1ccccc1)c1ccccc1)Nc1ccc(F)c(F)c1 (stereo not drawn) | -14 | 1
CC1=C(C(=O)OCc2ccccc2)C(c2ccccc2Cl)NC(=O)N1CCCCCC(=O)O (stereo not drawn) | -8 | -3
O=C(NNc1cccc(Cl)n1)Nc1ccc(F)cc1 | -17 | -17
CCOC(=O)[C@H]1[C@H]2COc3ccc(C)cc3[C@@H]2N2C(=O)CN(Cc3ccc(F)cc3)C(=O)[C@@]12C | -7 | 15
COc1cc2c(cc1OC)C(C(=O)NCc1cccnc1)C(c1cccnc1)N(C)C2=O (stereo not drawn) | -9 | 11
COc1cc(CNC(=O)c2cc(C(=O)NCc3cc(OC)cc(OC)c3)n(C)n2)cc(OC)c1 | 27 | 0
Clc1nc(NCCN2CCOCC2)nc(NCc2ccccc2)n1 | 3 | -20
O=C(NCC1CCCO1)c1cccc(Oc2ccccc2)c1 (stereo not drawn) | 1 | 3
O=C(OCC#CCSc1nnc(-c2ccncc2)o1)c1sc2ccccc2c1Cl | 7 | -17
COc1ccc(CN(C)Cc2cc(=O)n3ccsc3n2)c(OC)c1OC | -7 | 7
CCOc1cc(/C=C2/NC(=O)N(CC(=O)Nc3cccc(C)c3)C2=O)ccc1OCC(N)=O | 10 | -2
Cc1cc(C)n2nc(SCC(=O)N3CCC(C(=O)O)CC3)nc2n1 | -22 | 4
CCc1cc2c(=O)n(-c3ccccc3)cnc2s1 | 7 | -9
CS(=O)(=O)N(CC(=O)NC1CCCC1)Cc1ccc(F)cc1 | 10 | -3
CC(C)n1cnnc1SCC(=O)NC(=O)c1ccccc1 | 12 | 2
CCOC(=O)c1c(N2C(=O)C3C4C=CC(O4)C3C2=O)sc2c1CCCC2 (stereo not drawn) | 1 | -8
Cc1ccc(-n2c(C)cc(C3=NNC(=NC4CC4)SC3)c2C)cc1C | 0 | 10
O=C1CCCN1CCCn1cnc2c([nH]c3ccc(F)cc32)c1=O | 5 | 5
CCOc1ccccc1C(=O)NCC(=O)Nc1ncccc1C | -4 | 2
O=C(COC(=O)c1cccs1)Nc1nnc(-c2ccccc2)o1 | -7 | 5
Cc1cccc(OCCn2nc(C(=O)O)c3ccccc3c2=O)c1 | -39 | -6
COC(=O)c1sc(N)c(C(=O)OC)c1CSc1nnnn1C | 11 | 5
COc1ccc(Cc2nc3ccc(C(=O)NCC4COCCO4)cc3o2)cc1 (stereo not drawn) | 9 | -17
Cn1c(=O)c2[nH]cnc2n(-c2ccccc2)c1=O | -31 | 10
Cc1ccc(C(=O)O)cc1S(=O)(=O)N1CCCC1 | -3 | 2
O=C(Cc1ccccc1)N1CCC(C(=O)N2CCN(c3ccc(F)cc3)CC2)CC1 | -10 | 1
